TbMetRS inhib: blocks T. brucei methionyl-tRNA synthetase activity; AID 624268; inhibition, % at 11.9 µM; hit rate 0.4% among 360,000; purified T. brucei MetRS, ATP depletion, Kinase-Glo luminescence;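 active = inhibition above a per-plate cutoff of the control wells' mean inhibition plus 3 SD, cut at about 5.5% in these data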;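 also: 0% = DMSO wells median and 100% = median of wells with control inhibitor compound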
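assay system = parasite MetRS enzyme | timing = 15 min preincubation, 2 h reaction, all 25 °C | evaluation = percent inhibition relative to median high and low control wells | medium = HEPES buffer containing pyrophosphatase, BSA, spermine, DTT | compound = single dose, 11.9 µM final nominal, 0.9% final DMSO | detection = Kinase-Glo luminescence, ATP depletion format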
Rpn11 block: blocks the human proteasome subunit Rpn11; O00487; human 26S proteasome, Ub4-pepOG fluorescence polarization; 20S core pre-blocked with epoxomicin; calls only at 20 µM; hit rate 0.59% among 360,000; AID 588493;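 active = inhibition at 20 µM, scaled to each plate's controls, above about 33%, limit read from the data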
Target sequence (O00487 whole entry, looked up): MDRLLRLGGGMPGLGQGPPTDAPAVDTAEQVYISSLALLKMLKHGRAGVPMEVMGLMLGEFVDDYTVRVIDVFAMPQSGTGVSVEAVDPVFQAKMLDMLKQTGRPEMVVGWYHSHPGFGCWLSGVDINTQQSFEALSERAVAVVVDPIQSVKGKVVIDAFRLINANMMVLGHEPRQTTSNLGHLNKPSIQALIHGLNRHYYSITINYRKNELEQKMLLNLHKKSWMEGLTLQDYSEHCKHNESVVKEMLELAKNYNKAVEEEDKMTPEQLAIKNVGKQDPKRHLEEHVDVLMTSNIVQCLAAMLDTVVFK
CSN deneddyl inh: inhibitors of human CSN-mediated cullin deneddylation | Q92905 | Purified CSN, SCF-Nedd8-OG deneddylation, fluorescence polarization | inhibition, % at 12.5 µM | hit rate 0.38% among 360,000 | AID 651999;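 active = pattern-corrected inhibition above about 35%, with an unprinted fluorescence ratio check between 0.5 and 1.5, limit read from the data, passing the limit was not always enough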;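 also: 0% = enzyme with substrate and 100% = substrate without enzyme; some results filed as inactive read as strong as hits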
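test system = HEK293T-derived human Csn5 enzyme | amount = 0.24 nM Csn5 enzyme, final concentration | medium = Tris/NaCl/DTT buffer, pH 7.5 | schedule = 90 min reaction at room temperature | signal = FP | evaluation = inhibition of Csn5 cleavage, % | compound dosing = single dose of 12.5 µM compound with 0.25% DMSO | probe or stimulus = 10 nM SCFSkp2-Nedd8OG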
NadD inh: inhibitors of Staphylococcus aureus NadD; purified NadD enzyme, colorimetric absorbance read-out; inhibition, % at 20 µM; hit rate 0.78% among 360,000; in the data active = inhibition above about 26%; also: some compounds past the cut are filed as inactive
DNMT1 inh: DNMT1 (human) enzyme inhibition; P26358; DNMT1 molecular beacon, Hinp1I cleavage, fluorescence; inhibition (reported as % activation of signal), % at 10 µM; hit rate 0.83% among 360,000; AID 588458; in the data active = inhibition above about 50%
STEP block: STEP (human) phosphatase inhibition | P54829 | recombinant STEP, OMFP fluorogenic substrate, fluorescence | hit rate 0.25% among 360,000 | inhibition, % at 20 µM | AID 588621;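 active = inhibition at 20 µM, scaled per plate between control wells, above about 37%, limit read from the data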;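 also: 0% = DMSO with enzyme and substrate and 100% = substrate only without enzyme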
Target sequence (P54829 whole entry, looked up): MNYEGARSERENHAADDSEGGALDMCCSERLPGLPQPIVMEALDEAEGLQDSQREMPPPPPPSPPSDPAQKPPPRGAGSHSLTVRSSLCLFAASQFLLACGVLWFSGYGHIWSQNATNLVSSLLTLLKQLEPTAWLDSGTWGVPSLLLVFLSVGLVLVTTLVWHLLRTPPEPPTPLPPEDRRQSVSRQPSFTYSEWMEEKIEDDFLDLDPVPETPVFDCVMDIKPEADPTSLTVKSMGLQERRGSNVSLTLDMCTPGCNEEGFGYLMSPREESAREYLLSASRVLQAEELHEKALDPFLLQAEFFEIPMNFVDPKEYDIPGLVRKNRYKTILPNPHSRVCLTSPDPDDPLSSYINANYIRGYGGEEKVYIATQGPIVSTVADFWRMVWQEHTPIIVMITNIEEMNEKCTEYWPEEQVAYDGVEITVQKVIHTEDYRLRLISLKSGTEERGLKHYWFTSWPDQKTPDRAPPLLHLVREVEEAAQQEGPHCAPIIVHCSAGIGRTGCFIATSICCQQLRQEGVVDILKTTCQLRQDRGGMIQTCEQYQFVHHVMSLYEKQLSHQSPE
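Measure: Control-normalized % inhibition with plate pattern correction | Test system: STEP phosphatase, cell-free reaction | Medium: pH 6.0 Bis-Tris with DTT and Tween 20 | Technique: Fluorescence, 480/540 nm | Times: Reaction 20 min, ambient temperature | Doses: Single compound dose of 20 µM, 1% DMSO final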
LMPTP block: LMPTP (human) inhibition | recombinant LMPTP-A, OMFP fluorogenic substrate, fluorescence intensity | inhibition, % at 20 µM | hit rate 0.22% among 360,000;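 active = compounds that cut the enzyme signal by at least half of the control window in the single-dose screen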;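 also: plate controls were DMSO wells with enzyme plus substrate for no effect and substrate without enzyme for full effect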
Target sequence (P24666 whole entry, looked up): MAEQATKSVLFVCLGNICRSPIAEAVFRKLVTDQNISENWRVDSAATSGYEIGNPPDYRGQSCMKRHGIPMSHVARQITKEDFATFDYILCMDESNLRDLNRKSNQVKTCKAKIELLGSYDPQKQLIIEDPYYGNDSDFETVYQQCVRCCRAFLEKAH
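Assay system: LMPTP-A, protein tyrosine phosphatase of low molecular weight / Medium: pH 6.0 Bis-Tris buffer with DTT and Triton X-100 / Schedule: 50 min enzyme reaction at room temperature, protected from light / Measured by: endpoint fluorescence intensity from OMFP dephosphorylation / Read-out basis: % inhibition relative to no-enzyme and uninhibited control wells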
SUMO1 PPI mod: modulators of human SUMO1-mediated protein-protein interactions; P63165; SUMO1 binding to a labelled peptide, TR-FRET, 1 h; inhibition, % at 20 µM; hit rate 0.33% among 360,000; AID 602429; in the data active = inhibition above about 37%
Scp-1 inhibitor: inhibitors of human Scp-1 phosphatase. Recombinant Scp1, phosphopeptide, malachite green phosphate absorbance. inhibition, % at 20 µM. hit rate 0.88% among 340,000;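 active = inhibition above about 50% at 20 µM, limit read from the data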;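 also: plate controls were DMSO wells with enzyme for no effect and wells lacking enzyme for full effect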
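System: truncated SCP-1 phosphatase (76-261aa); medium: Tris acetate buffer pH 5.5 with MgCl2 and Tween-20; incubation: 45 min room-temperature reaction, 5 min colour, 30 min stabiliser; compound: single 20 µM dose, 1% DMSO; reagent: Phosphorylated 17-residue peptide substrate; read-out: % inhibition at 20 µM; technique: colorimetric free-phosphate detection, absorbance 630 nm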
MsrA inhibitor: inhibits bovine methionine sulfoxide reductase A. purified bovine MsrA, absorbance read-out. inhibition, % at 15.5 µM. hit rate 0.75% among 360,000. AID 651718; in the data active = inhibition above about 4.5%;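 also: 0% = vehicle wells with enzyme and 100% = reference inhibitor wells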
* hit, by the source's call; i = inactive; nt = not tested or not shown.

SMILES	TbMetRS inhib	Rpn11 block	CSN deneddyl inh	NadD inh	DNMT1 inh	STEP block	LMPTP block	SUMO1 PPI mod	Scp-1 inhibitor	MsrA inhibitor
CCN(CC)S(=O)(=O)c1cccc(C(=O)N[C@H](C(=O)NCc2ccc(Cl)cc2)C(C)C)c1	-0.3	i	52	3	-7	-4	1.2	-2	-10	0.8
CCN(CCCNC(=O)CN(C)S(=O)(=O)c1ccc2c(c1)CCC(=O)N2)c1cccc(C)c1	0.2	i	-2	-1	-3	-2	0.3	3	-5	1.6
O=S1(=O)CC(N2CCN(CC3CC3)CC2)CN1CCc1ccccc1 (configuration not stated)	-0.1	i	-3	-6	12	0	-2.0	5	nt	-1.3
COc1ccc(S(=O)(=O)NC(=O)C2(C)CCN2C(=O)Cc2cc(C)cc(C)c2)cc1 (configuration not stated)	-0.4	i	-3	-4	0	4	0.0	1	nt	-0.7
CCc1nc(N)c(C#N)c(-c2cccn2C)c1C	-0.4	i	3	-4	-1	-2	-0.3	-7	-2	1.7
CCOC(=O)CNC(=O)C1CCCc2c1[nH]c1ccc(Cl)cc21 (configuration not stated)	12*	i	0	1	-1	0	0.7	3	-7	0.3
CCCC[C@@H]1C[C@H]1[C@@H](NC(=O)c1ccccc1)c1ccccc1C(F)(F)F	-0.3	i	-2	-2	10	2	0.8	0	-6	-0.1
CCOC(=O)C1(CC2CCCCO2)CCN(S(=O)(=O)c2ccc(OC)cc2)CC1 (configuration not stated)	-0.3	i	8	2	0	1	1.5	2	-5	-0.8
Cc1noc(C)c1C(=O)Nc1nc(-c2ccccc2Cl)cs1	-0.3	i	-1	-4	3	0	1.8	5	-11	0.2
Cc1c(C(=O)NCCCN2CCCC2=O)oc2ccc(S(=O)(=O)N3CCOCC3)cc12	0.5	i	2	5	1	-1	-1.5	-2	-6	-0.7
Cc1ccc2nsnc2c1S(=O)(=O)N1CCCC1	-1.8	i	-4	-3	-4	8	-1.8	-26	-7	1.5
CCOc1ccc(NC(=S)NN(C)C(=S)Nc2ccc(OCC)cc2)cc1	-1.0	i	-2	6	-2	1	1.9	0	4	1.0
Cc1ccccc1COn1nnc2ccc(S(=O)(=O)N3CCOCC3)cc21	-0.4	i	-2	-3	2	-2	-0.9	-1	-1	0.5
COc1c(S(=O)(=O)N2CCCC2)ccc(Cl)c1Cl	-1.6	i	0	-1	1	-3	-1.1	2	-8	2.7
O=C(CCCCn1c(=O)[nH]c2ccccc2c1=O)NCCC1=CCCCC1	-0.6	i	7	-6	0	-2	-1.2	-1	-13	0.7
CCOC(=O)C1CCN(C(=O)c2ccccc2NC(=O)C2=C(C)OCCS2)CC1	0.7	i	10	-6	0	-4	0.2	-1	-5	0.1
Cc1ccc(C)c(N2CCN(c3ncccc3[N+](=O)[O-])CC2)c1	-0.4	i	-7	1	-1	2	2.7	-19	-6	0.1
Cc1cccc(OCc2nnc(SCC(=O)N3CCN(c4ccccc4)CC3)o2)c1C	-0.5	i	0	1	-5	3	3.8	0	1	0.1
COc1ccccc1N1CCN(CCCCN2C(=O)C3CCCN3C2=O)CC1 (configuration not stated)	-0.5	i	-1	-2	-2	1	-5.4	5	5	0.9
COc1ccc(C2OC(=O)CC2C(=O)NCc2ccc(C)cc2)cc1OC (configuration not stated)	-1.2	i	-1	5	1	2	-1.2	-1	-2	-0.7
COc1ccc(OCC(=O)Nc2ccc3c(c2)nc(CN2CCN(C(C)=O)CC2)n3C)cc1	-0.3	i	0	-4	6	5	-0.9	3	-9	2.5
Cc1ccc(-c2nc3c(c(SCC(=O)N4CCOCC4)n2)Cc2c(CO)cnc(C)c2O3)cc1	-0.2	i	2	4	-4	-1	-0.7	-18	-3	1.5
OCCOCCn1c(CCNc2nc(-c3ccc(Cl)cc3)cs2)nc2cc(Cl)c(Cl)cc21	0.5	i	-2	1	-33	-3	4.0	1	-2	0.3
CCOc1ccc(C(=O)OCC(=O)Nc2ccc(SC(F)F)cc2)cc1OCC	-1.0	i	-21	-2	1	1	0.1	-6	-2	0.6
CC1(C)C(=S)N(Cc2ccccc2)c2ccccc21	-0.5	i	2	-7	3	3	1.8	7	-11	1.4
COc1ccc(S(=O)(=O)Cc2ccc(C(=O)N3CCN(c4ncccn4)CC3)o2)cc1	-0.2	i	-6	3	8	2	-0.8	5	-6	-0.3
Cc1cccc(C(C(=O)NC2CCCC2)N(Cc2cccnc2)C(=O)c2csnn2)c1 (configuration not stated)	-0.3	i	-2	-4	1	3	-2.0	2	-10	-1.2
COc1ccc(CCNC(=O)c2cc(C3CC3)nc3c2cnn3C(C)C)cc1	-0.1	i	-6	-10	5	1	1.4	-3	-4	-0.2
CC(C)(C)c1ccccc1N=Cc1ccc2ccccc2n1	-1.1	i	-1	-2	2	1	-0.8	-2	6	0.5
Cc1cc(-c2nnc(CCC(=O)NC(C)c3cccc4ccccc34)o2)no1 (configuration not stated)	-1.7	i	1	-2	-11	2	-1.1	0	-16	-1.6
COC1CCCN(C(=O)c2ccc3oc(Cc4ccc(Cl)cc4)nc3c2)C1 (configuration not stated)	0.0	i	6	-5	0	-1	-1.3	-1	-9	-0.5
Cc1cc(C(C)(C)C)nc2[nH]n(-c3ccccc3)c(=O)c12	0.2	i	3	4	-1	0	0.1	-10	-4	-0.3
COc1ccc(CCNC(=O)c2ccc(Cl)cc2)cc1	-0.1	i	-2	-6	-2	-2	-1.2	2	-2	-0.9
Cn1c(CC(=O)NNC(=O)c2ccccc2[N+](=O)[O-])nc2ccccc21	0.1	i	1	1	6	-1	-1.1	-19	-2	-0.5
COc1ccc(CCC(=O)OCc2csc(CC(=O)Nc3ccc(C)cc3)n2)cc1OC	-0.1	i	4	8	-24	0	1.6	-8	-3	-0.1
Cc1ccc(CNC(=O)CSc2nnc(CNC(=O)c3ccccc3)o2)cc1	0.2	i	0	-1	2	-2	-1.1	-6	0	-0.9
O=C(/C=C/c1ccco1)OCC(=O)c1ccc(OC(F)F)cc1	0.4	i	5	2	2	-3	1.1	-20	-5	-1.2
C=CCNc1nc(C(=O)OCC(=O)NCc2ccccc2OC)cs1	-0.3	i	-2	1	1	0	-0.1	9	10	-1.5
COc1ccc(S(=O)(=O)N2CCOCC2)cc1NC(=O)CSc1nnc(N)s1	0.1	i	-7	1	-1	1	-0.3	-5	-9	-0.3
COCCCNC(=O)/C(C#N)=C/c1c(N2CCN(c3ccccc3)CC2)nc2ccccn2c1=O	-0.4	i	9	1	0	0	1.1	-32	-12	1.7

Marked active in TbMetRS inhib, of those listed so far:
| mol | TbMetRS inhib | Rpn11 block | CSN deneddyl inh | NadD inh | DNMT1 inh | LMPTP block | SUMO1 PPI mod | Scp-1 inhibitor | MsrA inhibitor |
| --- | --- | --- | --- | --- | --- | --- | --- | --- | --- |
| CCOC(=O)CNC(=O)C1CCCc2c1[nH]c1ccc(Cl)cc21 (configuration not stated) | 12* | i | 0 | 1 | -1 | 0.7 | 3 | -7 | 0.3 |

Continuation:
SMILES	TbMetRS inhib	Rpn11 block	CSN deneddyl inh	NadD inh	DNMT1 inh	STEP block	LMPTP block	SUMO1 PPI mod	Scp-1 inhibitor	MsrA inhibitor
CCc1ccc(OCC(=O)NC2CCCCC2)c(Br)c1	-0.3	i	-2	3	-2	1	1.8	5	-8	1.1
O=C(CSc1nc2nc(-c3cccs3)cc(C(F)(F)F)c2c(=O)[nH]1)NCc1ccco1	0.4	i	10	12	6	3	-3.6	18	6	1.6
Cc1ccc(NC(=O)/C=C/c2ccco2)nc1	0.5	i	3	2	11	-3	0.4	-11	63*	5.0*
COc1ccc(CCC(=O)O)cc1OC	0.2	i	1	1	0	-2	-1.5	4	-12	-0.2
Cc1cc(C)n(-c2nc(NCCN(C)C)c3c4c(sc3n2)COC(C)(C)C4)n1	2.5	i	-2	-9	-3	3	-1.5	7	-8	0.4
CC(C)Cn1c(SCc2nnc(-c3cccs3)o2)nc(O)cc1=O	0.6	i	-2	1	-1	0	-0.5	9	-9	-1.3
CC(C)C[C@H](NC(=O)OC(C)(C)C)C(=O)N/N=C/c1ccc2nccnc2c1	-0.7	i	-1	-5	1	1	-1.4	-16	-3	0.1
CC(=O)Nc1ccc(N(C(=O)CNC(=O)c2cccs2)C(C(=O)NCC2CCCO2)c2ccccc2)cc1 (configuration not stated)	-0.8	i	-1	-2	2	-2	-0.7	8	3	0.6
Cc1cccc(C)c1NC(=O)CN1CCN(C(=O)CNC(=O)c2ccc(N3CCCC3=O)cc2)CC1	-0.3	i	2	-1	2	-3	-0.5	1	-5	-0.2
Cc1[nH]c2ccc3ccccc3c2c(=O)c1C/C=C/Cl	3.5	i	9	4	-1	3	0.1	13	-2	1.8
NS(=O)(=O)c1ccc(CNC(=O)COc2ccc3c4c(c(=O)oc3c2)CCCC4)cc1	-0.4	i	-2	0	-1	3	-0.2	63*	-1	0.2
N#Cc1ccc(-c2ccc(C3Nc4ccccc4C(=O)N3O)o2)cc1 (configuration not stated)	-0.2	i	0	4	-3	2	7.8	-8	-6	0.6
CCOC(=O)C1=C2N(C)c3ccccc3N2CCC1=O	-0.6	i	3	-2	3	5	-0.3	3	-11	1.1
O=C(CN1C(=O)C2(OCCO2)c2cc(Br)ccc21)NO	-0.4	i	-4	-5	2	0	-1.1	-3	-9	1.0
CN1CCN(C(=O)N(c2ccccc2)c2ccccc2)CC1	0.1	i	15	-5	5	-3	-4.4	2	-17	-1.2
CCCC(c1nnnn1C1CCCCC1)N1CCN(C(=O)c2ccco2)CC1 (configuration not stated)	0.3	i	4	0	2	0	-1.8	-1	0	-1.4
CCOc1ccc(/C=C/C(=O)N(C)CC(=O)Nc2cccc(F)c2)cc1OCC	-0.2	i	-4	-3	4	-1	0.2	-1	-3	1.1
CCCn1c(SC(C(=O)Nc2cc(C)ccc2OC)c2ccccc2)nc2ccccc2c1=O (configuration not stated)	0.7	i	-1	8	5	3	3.4	-2	-12	-1.4
COc1ccccc1S(=O)(=O)NCc1ccc(C(=O)N(C)Cc2ccc(F)cc2)cc1	-0.5	i	0	-5	1	3	0.4	5	-3	-0.4
CC(C)(C)c1ccc(CC(=O)N2CCC2(C)C(=O)NCc2cccc3ccccc23)cc1 (configuration not stated)	-0.6	i	5	-4	-7	-1	1.9	2	nt	-1.2

High-throughput results (PubChem BioAssay)
